Tau fluor cs – counter-screen for tau fibril formation inhibitors. AID 1463. actives 0.93% (n = 280,000). Potency, µM (highest dose often 57.7 µM), for inactives: at the top dose activity change, negative = decrease. tau K18 P301L Alexa594 fluorescence, heparin fibrillization; also: potency is read from the fitted curve at half-maximal effect; % is scaled to controls: 0 for no effect and ±100 for the full control effect; nearly all actives have a fitted effect of over 55% in size
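Human tau K18 P301L (15 uM unlabeled, 0.24 uM Alexa 594-labeled) in 100 mM sodium acetate pH 7 with 20 uM heparin, 6 hr at 37 C. ThT 30 uM added, 1 hr ambient; Alexa 594 FP and total fluorescence read at 555/632 nm.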
GLA spleen mod – inhibits or activates alpha-galactosidase in human spleen homogenate | P06280 | human spleen homogenate, 4MU-alpha-Gal fluorescence, 40 min | Potency, µM (doses to about 80 µM), inactives show at the top dose activity change, negative = inhibition, usual class: inhibitors | actives 0.008% (n = 240,000) | AID 2107;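 also: potency is read from the fitted curve at half-maximal effect; 0% = enzyme with vehicle and -100% = no enzyme basal signal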
Target sequence (P06280 32-429 limits assumed): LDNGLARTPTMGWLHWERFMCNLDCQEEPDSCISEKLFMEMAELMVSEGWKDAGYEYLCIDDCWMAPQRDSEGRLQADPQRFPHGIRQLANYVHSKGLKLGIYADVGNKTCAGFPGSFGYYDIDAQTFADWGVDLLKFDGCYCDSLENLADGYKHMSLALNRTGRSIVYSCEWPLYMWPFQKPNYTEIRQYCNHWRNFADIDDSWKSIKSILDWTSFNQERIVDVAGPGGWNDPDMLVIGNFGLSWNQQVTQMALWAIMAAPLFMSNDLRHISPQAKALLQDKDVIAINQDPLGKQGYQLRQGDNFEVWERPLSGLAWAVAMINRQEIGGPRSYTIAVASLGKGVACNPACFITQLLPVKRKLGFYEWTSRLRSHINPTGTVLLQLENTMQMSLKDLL
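Inhibition or activation of alpha-galactosidase in human spleen homogenate is scored by 4-MU fluorescence after 40 min at 37C, pH 5.0, with 1 mM substrate. AC50s come from concentration-response fitted to the Hill equation.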
TRb-SRC2 inh – disrupts binding of human TR beta to SRC2; P10828; TRbeta-SRC2 peptide binding, fluorescence polarization; receptor liganded with 1 µM T3; Potency, µM (top dose mostly 106 µM), inactives show at the top dose activity change, negative = inhibition, hits mostly inhibitors; actives 0.065% (n = 280,000);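 also: potency is read from the fitted curve at half-maximal effect; plate controls were bound peptide for no effect and peptide without receptor for full effect; nearly all actives have a fitted effect of over 50% in size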
Target sequence (P10828 whole entry, looked up): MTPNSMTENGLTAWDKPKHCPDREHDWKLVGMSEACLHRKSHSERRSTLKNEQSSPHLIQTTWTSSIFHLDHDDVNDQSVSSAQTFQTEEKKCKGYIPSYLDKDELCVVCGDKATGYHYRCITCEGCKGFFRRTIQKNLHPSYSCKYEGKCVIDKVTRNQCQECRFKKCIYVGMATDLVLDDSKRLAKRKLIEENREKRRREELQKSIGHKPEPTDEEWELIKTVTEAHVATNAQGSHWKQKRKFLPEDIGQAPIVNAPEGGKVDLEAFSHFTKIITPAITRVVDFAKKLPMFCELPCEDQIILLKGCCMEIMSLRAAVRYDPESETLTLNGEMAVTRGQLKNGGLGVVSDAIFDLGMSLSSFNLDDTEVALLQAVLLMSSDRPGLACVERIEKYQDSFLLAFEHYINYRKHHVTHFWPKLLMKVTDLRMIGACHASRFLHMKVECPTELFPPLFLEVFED
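Fluorescence polarization of 20 nM Texas Red SRC2 peptide (20-aa NR interaction domain) bound to 0.6 uM human TRb ligand-binding domain, with 1 uM T3, after 5 hr at ambient temperature; inhibition seen as decreased polarization.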
NPSR antagonist – antagonists of human neuropeptide S receptor cAMP signaling | CHO-NPSR cells, cAMP TR-FRET, antagonist mode | Potency, µM (titrated, usually from 38.3 µM), for the others: at the top dose activity change, negative = inhibition, usual class: inhibitors | Q6W5P4 | AID 1461 | actives 1% (n = 220,000); also: potency is read from the fitted curve at half-maximal effect; % is scaled to controls: 0 for no effect and ±100 for the full control effect; nearly all actives have a fitted effect of over 50% in size; many of its hits are not listed in these tables
CBFb-RUNX1 inh – inhibitors of human CBF-beta and RUNX1 interaction; AlphaScreen CBFb-His/RUNX1-biotin binding, biochemical; Q01196+Q13951; 230,000 tested, under 10 active; AID 1477; Potency, µM (titrated, usually from 59.8 µM), inactives show top-dose activity, negative = inhibition, usual class: inhibitors; also: % of control where 0% means no effect
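Bead-based AlphaScreen assay; binding partners His-tagged CBF-beta and biotinylated RUNX1 at 30 nM each. Compound exposure 15 min after a 20-min protein preincubation; bead step 90 min; all steps at room temperature.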
Tau FP inhib – inhibitors of human tau fibril formation | P10636 | K18 P301L tau heparin fibrillization, Alexa594 FP, 6 h | Potency, µM (titrated, usually from 57.7 µM), without a hit: at the highest dose activity, negative = inhibition, actives largely listed as inhibitors | actives 0.39% (n = 280,000); also: potency is read from the fitted curve at half-maximal effect; % is scaled to controls: 0 for no effect and ±100 for the full control effect; nearly all actives have a fitted effect of over 55% in size
Target sequence (P10636 561-689 P618L limits assumed): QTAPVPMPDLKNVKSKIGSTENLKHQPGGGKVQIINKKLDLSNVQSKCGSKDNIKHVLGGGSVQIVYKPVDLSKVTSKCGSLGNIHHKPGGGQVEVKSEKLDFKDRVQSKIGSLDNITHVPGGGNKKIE
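Read-out: fluorescence polarization of Alexa 594-labeled tau (0.24 uM), 555 nm excitation, 632 nm emission. Mixtures held 15 uM unlabeled K18 P301L, compound and 20 uM heparin, pH 7 acetate buffer, incubated 6 hr at 37 C.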
Epigenetic derep – epigenetic control regulation, reporter derepression; Potency, µM (series often up to 53.9 µM), for the others: top-dose GFP activation, most hits filed as activators; actives 0.2% (n = 280,000); murine LDR cells, GFP reporter derepression, 30 h; also: potency is read from the fitted curve at half-maximal effect; % of control where 0% means no effect; nearly all actives have a fitted effect of over 60% in size
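Readout is the number of GFP-expressing murine LDR cells, counted by cytometry following washing. Cells were treated with compound for 30 h at 37 C; the stably integrated CMV-GFP locus is normally silent.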
TexasRed fluor – counter-screen for TRb-SRC2 inhibitors: fluorescence interference; AID 1479; actives 0.29% (n = 280,000); TRb/SRC2 Texas Red total fluorescence interference; Potency, µM (highest dose often 106 µM), without a hit: top-dose fluorescence change, negative = quenching; active = well fitted curve in either direction with a large enough effect; inconclusive = small, poorly fitted or top-dose-only effect; also: potency is read from the fitted curve at half-maximal effect; % is scaled to controls: 0 for no effect and ±100 for the full control effect
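Human TRb ligand-binding domain at 0.6 uM with 20 nM Texas Red SRC2 peptide in Tris buffer containing 1 uM T3 and 5% DMSO, incubated with compound 5 h at ambient temperature. Total fluorescence (555/632 nm) calculated as parallel + 2 × perpendicular.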
An asterisk follows results filed as active; ? = inconclusive; nt = no result given; & = joins results of further samples; [ ] = another dose, or the depositor's remark. Unless noted, calls follow the shape of the dose curve; as a rule, active = well fitted curve in the direction sought with a large enough effect; inconclusive = small, poorly fitted or top-dose-only effect, or another doubt; inactive = no such curve, though single readings can be large; an effect the other way counts as inactive or inconclusive. These rows are one share of the data, so the mix of outcomes need not match the whole.

SMILES	Tau fluor cs	GLA spleen mod	TRb-SRC2 inh	NPSR antagonist	CBFb-RUNX1 inh	Tau FP inhib	Epigenetic derep	TexasRed fluor
O=C(c1cccs1)N1C2CCC1CC(O)(c1cccnc1)C2 (configuration not stated)	-1%	-5%	5%	?	5%	-5%	1.2%	-1%
NCCCC[C@H](NC(=O)[C@H](Cc1ccccc1)NC(=O)[C@H](CCCN=C(N)N)NC(=O)[C@@H](N)Cc1ccc(O)cc1)C(N)=O	-4%	-4%	8%	nt	12%	-3%	0.0%	-1%
O=c1cccc2n1C[C@H]1C[C@@H]2CN2CCCC[C@@H]12	-9%	5%	-2%	15%	1%	-3%	-1.1%	2%
c1ccc(OCC2CO2)cc1 (configuration not stated)	nt	5%	0%	nt	1%[21.7 µM]	nt	nt	-2%
c1ccc(C[C@@H](c2ccccc2)N2CCCCC2)cc1	-10%	15%	-5%	nt	14%[21.7 µM]	-3%	-4.1%	-2%
Cc1cccc(C(=O)Nc2ccc(Cl)cc2C(=O)c2ccccc2)c1	-21%	5%	3%	-18%[46.1 µM]	8%	3%	-2.7%	2%
CCOC(=O)C(=CNc1ccc(C(O)(C(=O)OCC)C(F)(F)F)cc1C)C(=O)OCC (configuration not stated)	-14%	-1%	4%	-28%	17%	14%	-3.8%	-1%
Cc1cc(OCc2nn[nH]n2)c2c3c(c(=O)oc2c1)CCC3	0%	5%	-7%	-3%[46.1 µM]	4%	1%	-1.7%	-2%
COc1ccc(CCNC2CCCCC2)cc1	5%	-5%	1%	1%	-2%	0%	-2.0%	0%
O=C1NCN(c2ccccc2)C12CCN(C[C@H]1COc3ccccc3O1)CC2	-18%	-5%	1%	nt	-11%[21.7 µM]	-6%	1.0%	0%
Cc1cccc(-n2c(=S)[nH]c3ccccc3c2=O)n1	1%	11%	8%	5%	-10%	0%	-0.1%	1%
COc1ccccc1CCNC1CCCC(C)C1 (configuration not stated)	1%	-1%	0%	21%	6%	-10%	0.0%	0%
COc1ccc(-c2cnnn2-c2ccc(NC(=O)c3ccc(S(=O)(=O)N(C)C)cc3)cc2)cc1	?	nt	1%	nt	nt	-14%	3.8%	-2%
Cn1cccc1/C=C1\C(=O)NC(=O)N(Cc2ccccc2Cl)C1=O	-22%	-1%	-3%	-24%	-16%	-7%	15%	0%
COc1ccccc1C(=O)C1CCCN(Cc2cnc(C)s2)C1 (configuration not stated)	7%	1%	1%	6%	0%	-3%	1.7%	-1%
Cc1cccc(N=Cc2c(O)n(-c3ccccc3C)c(=O)[nH]c2=O)c1	-17%	-3%	11%	-21%[46.1 µM]	1%	-12%	11%	1%
CCCCCCOC(=O)c1ccccc1N	-13%	7%	-12%	-9%[46.1 µM]	1%	4%	0.9%	-1%
O=C(OCCN1CCOCC1)C1(c2ccccc2)CCCC1	-6%	-3%	0%	0%	4%	-2%	7.0%	-2%
CCOC(=O)c1c(C)n(Cc2ccccc2)c2ccc(O)cc12	?	-1%	-1%	24%	-20%	?	-7.2%	-2%
CC(=O)Nc1cc(C(=O)N2CCC3(CC2)OCCO3)ccc1S(=O)(=O)c1ccc(C)cc1	2%	-5%	-9%	-2%[46.1 µM]	-2%	-3%	-0.9%	-4%
COc1ccc(C2SCC(=O)Nc3c2c(C)nn3C2CCOC(C)(C)C2)cc1OC (configuration not stated)	-7%	9%	-13%	4%[46.1 µM]	-4%	-14%	-5.6%	-1%
COc1ccc(-n2c(SCCN(C)C)nc3ccccc3c2=O)cc1	10%	-1%	1%	3%	7%	12%	-1.0%	-6%
CCN(CC)CCO[C@H]1CC[C@@]2(C)C(=CC[C@@H]3[C@H]2CC[C@]2(C)C(=O)CC[C@H]32)C1	-13%	-17%	1%	nt	11%[21.7 µM]	-6%	0.3%	-4%
CCOC(=O)C1SC2(C(F)F)CC1(O)c1c(c(OC)c3occc3c1OC)O2 (configuration not stated)	-9%	17%	-13%	-15%[46.1 µM]	0%	-8%	-7.0%	-3%
Cc1ccc(C(=O)c2cc(Br)ccc2N)cc1	?	1%	-7%	-28%	-10%	-2%	-0.7%	-2%
COc1ccc(C(=O)OC2CC[C@@]3(C)C4CCC5[C@]6(O)CC(O)[C@@]7(O)C(CN8CC(C)CCC8[C@@]7(C)O)[C@]6(O)C[C@@]53O[C@]24O)cc1OC (some centres not stated)	-6%	-2%	1%	-28%[7.67 µM]	0%	0%	-1.4%	-4%
COc1ccc(CCN)cc1O	-4%&-1%	3%&2%	5%&8%	4%[46.1 µM]	-19%&-3%	0%&-10%	-0.2%&0.0%	0%&-2%
O=C1C2CCCN2C(c2ccccc2)N1c1ccccn1 (configuration not stated)	?	-5%	3%	-2%[46.1 µM]	1%	?	-0.3%	2%
CCN1CCN(Cc2cc(Br)cc(OC)c2O)CC1	-4%	9%	-1%	-3%[46.1 µM]	10%	-7%	-0.8%	2%
Cc1ccc(-n2c(O)c(C=NCC3CCCO3)c(=O)[nH]c2=O)c(C)c1 (configuration not stated)	5%	-19%	-6%	16%	17%	9%	2.8%	-2%
O=C1NC(=O)C(CCc2ccncc2)(Cc2ccc([N+](=O)[O-])cc2)C(=O)N1	3%	4%	-1%	6%	3%	-5%	0.0%	-4%
CCOC(=O)c1c(C)c(P(=S)(N2CCOCC2)N2CCOCC2)n(C)c1C	0%	7%	-24%	-1%[46.1 µM]	0%	-4%	0.0%	0%
COc1cccc(C2(O)CCN(CC(=O)Nc3nc(C)cs3)CC2)c1	3%	9%	5%	0%	-16%	-4%	5.2%	0%
CCC(=NCCc1ccccc1)c1c(O)n(C)c(=O)n(C)c1=O	-9%	5%	-7%	4%	14%	0%	6.4%	-5%
CCOC(=O)CSc1nn(-c2ccccc2)c(=S)s1	-19%	11%	0%	-18%	11%	?	1.2%	1%
CN1C2c3ccccc3C3C4c5ccccc5C(C31)C(C2[N+](=O)[O-])N4C (configuration not stated)	-13%	-1%	-4%	10%	2%	-1%	0.5%	1%
ClC(Cl)=C(c1ccc(Cl)cc1)c1ccc(Cl)cc1	-16%	11%&-5%&1%	-5%[201 µM]	nt	5%&8%[21.7 µM]	-9%	2.9%	-1%[201 µM]
CS(=O)(=O)N1CCCC(C(=O)N2CCC3(CC2)OCCO3)C1 (configuration not stated)	1%	7%	-3%	-8%[46.1 µM]	1%	4%	-1.6%	-1%
C=CCn1c(O)c(C(C)=NC2CC2)c(=O)[nH]c1=O	1%	4%	0%	3%[46.1 µM]	-1%	1%	0.8%	-1%
CCCCN1C(=N)C(CC)(CC)C(=O)NC1=O	4%	0%	-2%	23%	-5%	3%	0.0%	1%
CN1CCC2(CC1)C(C#N)=C(N)NC(S)=C2C#N	?	-1%&-3%	9%&17%	-5%	-19%&-10%	?	-3.5%&0.1%	1%&7%
O=CN1CCCCC1C1CC[C@H]2CCCCN2C1 (some centres not stated)	1%	2%	7%	nt	-2%[21.7 µM]	2%	-4.1%	0%
CCC(=NCc1ccco1)c1c(O)n(-c2ccc(Cl)cc2)c(=O)[nH]c1=O	14%	1%	-3%	-9%	3%	-4%	9.3%	-3%
NC(=O)c1cn(C2OC(CO)C(O)C2O)c2ncnc(N)c12 (configuration not stated)	-2%	-21%	-2%	-45%	0%	0%	0.0%	-6%
CCCn1cc(CN2CCCC(C(=O)c3cccc(OC)c3)C2)c(C)n1 (configuration not stated)	-6%	7%	-1%[53 µM]	-23%	2%	-6%	0.2%	-3%[53 µM]
Cc1cc(S(=O)(=O)NCc2ccccc2)ccc1OCC(=O)N1CCN(C)CC1	-2%	1%	-14%	-2%[46.1 µM]	4%	-10%	-1.1%	0%
COc1ccc(-n2c(O)c(C(C)=NC3CC3)c(=O)[nH]c2=O)cc1	0%	6%	-26%	-15%[46.1 µM]	3%	-1%	-1.0%	2%
O=C(Oc1c(Br)cc(Br)c2cccnc12)N1CCCCC1	-9%	10%	-8%	?	3%	-10%	-1.0%	2%
Nc1cccc(N=Cc2c(O)n(Cc3ccc(F)cc3)c(=O)[nH]c2=O)c1	-19%	-3%	2%	6%	-1%	4%	-1.0%	0%
CC(=O)Nc1ccccc1C(=O)OCC(=O)c1ccccc1Cl	-5%	-1%	2%	-3%	5%	0%	3.2%	-6%
O=C1NC(=O)[C@]2(Cc3ccccc3N3CCN(c4ccccc4)CC32)C(=O)N1c1ccccc1 (some centres not stated)	-18%	-6%	5%	-13%[46.1 µM]	-7%	-8%	-0.7%	-2%
COc1ccc(OC)c(-n2c(O)c(C=Nc3c(C)n(C)n(-c4ccccc4)c3=O)c(=O)[nH]c2=S)c1	-7%	8%	-4%	-12%	3%	-12%	1.1%	-1%
CCc1ccc(N2C(=O)NC(=O)/C(=C/c3ccsc3)C2=O)cc1	-12%	-1%	7%	-32%	-3%	-5%	-0.1%	-5%
Cc1ccc2scc(N3CCN(C)CC3)c(=O)c2c1	-18%	nt	-17%	nt	nt	-6%	-3.3%	?
Cc1ccc(C(C)(C)C)c(OCC(=O)Nc2ccc(Cl)cc2C(=O)c2ccccc2)c1	-10%	nt	-11%	nt	nt	-11%	-1.6%	4%

An excerpt of these results, in markdown.
| SMILES | Tau fluor cs | GLA spleen mod | TRb-SRC2 inh | NPSR antagonist | CBFb-RUNX1 inh | Tau FP inhib | Epigenetic derep | TexasRed fluor |
| --- | --- | --- | --- | --- | --- | --- | --- | --- |
| CN1CCC2(CC1)C(C#N)=C(N)NC(S)=C2C#N | ? | -1%&-3% | 9%&17% | -5% | -19%&-10% | ? | -3.5%&0.1% | 1%&7% |
| CCOC(=O)CSc1nn(-c2ccccc2)c(=S)s1 | -19% | 11% | 0% | -18% | 11% | ? | 1.2% | 1% |
| CCOC(=O)C(=CNc1ccc(C(O)(C(=O)OCC)C(F)(F)F)cc1C)C(=O)OCC (configuration not stated) | -14% | -1% | 4% | -28% | 17% | 14% | -3.8% | -1% |
| CCCCCCOC(=O)c1ccccc1N | -13% | 7% | -12% | -9%[46.1 µM] | 1% | 4% | 0.9% | -1% |

Source: PubChem (National Center for Advancing Translational Sciences (NCATS))
